GSK3 alpha inh – blockers of GSK3A enzyme activity – biochemical, luminescence, cell-free homogeneous, HTS, primary screen; GSK-3 alpha kinase, ADP-Glo luminescence, 60 min; 0.1% of 320,000 active; inhibition, % at 10 µM; Glycogen synthase kinase-3 alpha (Homo sapiens), P49840; AID 2650, 2010;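 in the data active = inhibition above about 50%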;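 note: GST-tagged GSK-3 alpha with peptide substrate and 25 µM ATP; 0% = DMSO neutral wells and 100% = GW8510 positive control wells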
Target sequence (P49840 whole entry, looked up): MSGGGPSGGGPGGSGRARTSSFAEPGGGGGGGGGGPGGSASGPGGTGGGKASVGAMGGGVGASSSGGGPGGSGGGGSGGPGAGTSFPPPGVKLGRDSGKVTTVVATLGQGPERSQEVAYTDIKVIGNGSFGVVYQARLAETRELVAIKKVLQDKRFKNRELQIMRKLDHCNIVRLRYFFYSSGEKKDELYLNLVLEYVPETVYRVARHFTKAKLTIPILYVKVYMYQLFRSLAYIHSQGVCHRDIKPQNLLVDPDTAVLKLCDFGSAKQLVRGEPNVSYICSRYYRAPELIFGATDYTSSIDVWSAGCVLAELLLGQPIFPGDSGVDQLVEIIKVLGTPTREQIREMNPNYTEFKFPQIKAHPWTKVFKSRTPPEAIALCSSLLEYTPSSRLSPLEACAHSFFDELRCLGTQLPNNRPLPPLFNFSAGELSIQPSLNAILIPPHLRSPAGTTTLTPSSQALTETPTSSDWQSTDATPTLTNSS
AI-2 QS mod – Vibrio harveyi AI-2 quorum sensing modulators, primary screen, JMH597 strain, luminescence/OD600 ratio | activity change, % at 7.5 µM | Vibrio harveyi JMH597 AI-2 luminescence/OD600 ratio, 9 h; stronger effect = lower value; strain lacks LuxN and CqsS sensors; 0 = neutral-control median | AID 2094, 2009 | 0.4% of 300,000 active; in the data active = activity change below about -75%, passing the limit was not always enough; inconclusive = no clear call, values can overlap the other calls;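 note: luminescence divided by OD600 gain over 9 h not by final OD600 alone; inactives centre near 13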
aSyn 5UTR inh – MLPCN primary screen, SNCA 5' untranslated region | inhibition, % (tested at 7.5 µM) | AID 1813, 2009 | 0.82% of 300,000 active | alpha-synuclein 5'UTR reporter, inhibitor activity; in the data active = inhibition above about 60%; inconclusive = no clear call, values can overlap the other calls;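 note: H4 neuroglioblastoma cells stably carrying SNCA 5'UTR luciferase fusion; 0% = DMSO wells and 100% = positive control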
HSF1 activator – HSF-1 activators, primary screen, NIH3T3-HGL cells, MG132 stress, luminescence, single point | NIH3T3-HGL HSF-1 luciferase reporter, 8 h; 100% = twice DMSO control signal | activation, % at 9 µM | 1.7% of 300,000 active;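 active = mean replicate activation of at least 50% with a set share of replicates each reaching 50%; inconclusive = only one of those two conditions met; inactive = mean below 50% and too few replicates reaching it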;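 note: 0% = median of the neutral control wells and 100% = twice that signal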
HIF activator – HIF pathway transcriptional activators, primary screen, cell-based, U2OS HRE-luciferase, luminescence; U2OS HRE-luciferase reporter; normalized: DMSO 0%, desferrioxamine 100%; activation, % at 7.5 µM (by protocol); 0.32% of 300,000 active; AID 1910, 2009;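 active = mean activation of at least 10% of the iron chelator positive control signal, with at least half of replicates also reaching 10%; inconclusive = mean and replicate majority disagree about reaching 10%; inactive = mean and most replicates under 10%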
HSP90 inh – HSP90 inhibitors, primary screen, cell lysate, luminescence; Heat shock protein HSP 90 (rabbit reticulocyte lysate; luciferase refolding); Rabbit reticulocyte lysate, luciferase refolding luminescence, 3 h; inhibition, % at 5.6 µM; 0.91% of 290,000 active; AID 1789, 2009;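 active = inhibition above the screen-wide mean plus 3 SD, computed separately per campaign, cut at about 16% in these data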;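 note: 0% = DMSO wells and 100% = 60 µM geldanamycin wells; inhibitors lower the luminescence because luciferase stays unfolded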
GSK3beta inhib – human GSK3beta kinase inhibitors, primary screen, biochemical, cell-free homogeneous, HTS. Glycogen synthase kinase-3 beta (Homo sapiens), P49841. GST-GSK3beta kinase, ADP-Glo luminescence, 60 min; stronger effect = lower value. activity score (negative = inhibition), % at 10 µM. 0.038% of 300,000 active;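 active = more than half of replicate wells score below -50%, meaning over 50% inhibition versus plate controls; inconclusive = some replicates but at most half score below -50%; inactive = no replicate scores below -50%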;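 note: 0% = median DMSO wells and -100% = median GW8510 positive control wells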
Target sequence (P49841 whole entry, looked up): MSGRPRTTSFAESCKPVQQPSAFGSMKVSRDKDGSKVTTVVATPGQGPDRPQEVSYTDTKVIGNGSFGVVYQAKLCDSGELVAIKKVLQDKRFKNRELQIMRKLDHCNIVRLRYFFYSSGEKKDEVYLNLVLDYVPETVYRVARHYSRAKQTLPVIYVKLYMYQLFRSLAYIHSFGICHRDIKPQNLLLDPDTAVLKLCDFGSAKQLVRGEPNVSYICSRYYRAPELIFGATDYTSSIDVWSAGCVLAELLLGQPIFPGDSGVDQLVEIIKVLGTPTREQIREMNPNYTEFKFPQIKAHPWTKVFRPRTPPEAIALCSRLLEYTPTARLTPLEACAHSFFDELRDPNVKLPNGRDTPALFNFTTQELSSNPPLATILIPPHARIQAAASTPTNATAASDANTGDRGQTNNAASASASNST
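Test system: GST-tagged human GSK3beta kinase, cell-free; evaluation: activity score scaled between in-plate DMSO and GW8510 controls; measured by: ADP-Glo luminescence; incubation: 60 min reaction, RT; benchmarks: DMSO and 20 µM GW8510; reagent: peptide substrate plus 25 µM ATP (final); medium: Tris/MgCl2 kinase buffer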
IEC-6 tox – cytotoxicity in IEC-6 intestinal epithelial cells, primary screen, cytotoxicity control for KLF5 inhibitor project, cell-based, luminescence | IEC-6 cytotoxicity, luminescence viability | inhibition, % at 5 µM | 0.78% of 290,000 active; in the data active = inhibition above about 22%;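 note: 0% = plate median of test compound wells and 100% = cytotoxic reference compound wells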
HSF1 inh – HSF1 inhibitors in luciferase reporter cells, primary screen, cell-based, NIH3T3, luminescence; NIH3T3-HGL HSE-luciferase, MG132-induced, luminescence 8 h; stronger effect = lower value; activity change, negative = inhibition, % at 7.5 µM (by protocol); 0.77% of 300,000 active; AID 2098, 2009;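 active = more than half of replicate wells show activity change below -50%, luminescence cut by over half; inconclusive = some wells, but at most half, below -50%; inactive = no replicate well below -50%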;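 note: luciferase reports HSF-1 transcriptional activity via heat shock element; 0% = median of DMSO wells and -100% = zero luminescence signal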
KLF5 inh – KLF5 expression inhibitors, primary screen, DLD-1 cells, luminescence | inhibition, % at 5 µM | AID 1700, 2009 | DLD-1 KLF5 promoter-luciferase reporter | 0.23% of 290,000 active;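 active = inhibition above a per-plate limit of that plate's mean compound inhibition plus 3 SD, cut at about 60% in these data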;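 note: 0% = DMSO wells and 100% = LY294002 at 200 µM; higher means less KLF5 promoter-driven luciferase light; inactives centre near -14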
* marks the source's active call; other numbers are inactive results; ? = inconclusive; . = not tested or not shown. Rows are unselected, and some 4.7% of all compounds hit somewhere here.

SMILES	GSK3 alpha inh	AI-2 QS mod	aSyn 5UTR inh	HSF1 activator	HIF activator	HSP90 inh	GSK3beta inhib	IEC-6 tox	HSF1 inh	KLF5 inh
Cc1ccc(CCNC(=O)C2CCCN(S(=O)(=O)c3c(C)noc3C)C2)cc1 (stereo unspecified)	1	24	2	20	-0.5	-2	0	-4	10	-5
C[C@@H]1CCC2[C@](C)(CO)[C@@H](O)CC[C@]2(C)[C@@]12CCC(CO)(CCO)O2 (stereo partly specified)	7	0	1	6	0.3	-1	-2	1	0	-28
Cc1ccc2c(COC(=O)c3n[nH]c4ccccc34)cc(=O)oc2c1	0	15	-172	76*	2.0	0	1	-2	46	-35
CCC(=O)c1ccc(OCC(O)Cn2nc(C)c(Br)c2C)cc1 (stereo unspecified)	-1	1	13	-4	-0.4	-6	3	0	3	-34
O=C(c1ccccc1[N+](=O)[O-])N1CC2C3C=CC(C3)C2C1 (stereo unspecified)	-2	22	-4	-6	-0.2	-2	3	-6	1	-1
C/C(=N\NC(=O)C1CC1c1ccccc1)c1ccc(C)s1 (stereo unspecified)	-2	14	12	-9	-1.0	-3	0	1	-3	-8
COc1ccc(Cc2noc(-c3ccc([N+](=O)[O-])cc3)n2)cc1OC	0	30	-11	40	-0.4	-2	-4	-8	1	-39
O=C(Cc1ccccc1)N/N=C/c1ccc(OC(=O)/C=C\c2ccco2)cc1	-1	9	-48	19	1.3	1	-3	2	0	-19
COCCCN1C(=O)c2ccccc2C1C(=O)NC1CCCCCC1 (stereo unspecified)	8	8	12	1	-0.3	-4	2	-12	3	-19
Nc1cc(OC(=O)c2ccccc2Br)nn1S(=O)(=O)c1ccccc1	-1	18	-9	?	-11	-1	3	0	28	-22
OC(CN1CCCCC1)Cn1c2ccc(Cl)cc2c2cc(Cl)ccc21 (stereo unspecified)	-1	0	-2	16	-22	9	-2	-7	-2	14
CCn1c(CSc2nc(C)cs2)nc2cc(S(=O)(=O)N(C)C)ccc21	-2	35	8	-5	0.0	-3	-3	-16	-2	-10
O=C(c1cc2c(s1)CCCC2)n1cccn1	1	29	-4	-5	0.1	-1	0	-3	-5	1
CC(=O)Nc1ccc(C(=O)N/N=C/c2ccncc2)cc1	0	22	11	-2	-0.4	4	-2	2	4	-18
CCn1c(SCC(=O)Nc2nc(-c3ccc(C)cc3)cs2)nnc1-c1ccccc1	2	19	17	8	2.6	1	4	-2	8	-40
C=CCn1c(SCC(=O)NCC2CCCO2)nnc1-c1ccccc1 (stereo unspecified)	1	-7	2	-6	0.0	-1	-3	6	-16	-18
CCOC(=O)Cn1c(=NC(=O)c2cc(-c3cccs3)nc3ccccc23)sc2cc(S(N)(=O)=O)ccc21	-2	26	34	14	-2.9	2	2	5	2	-12
Cn1nccc1NS(=O)(=O)c1ccc(NC(=O)C(F)(F)F)cc1	-2	-28	-12	10	-0.2	-1	-7	-5	3	3
COc1ccccc1C(C[N+](=O)[O-])c1c(N)n(C)c(=O)n(C)c1=O (stereo unspecified)	1	?	-10	3	-0.4	-3	-3	3	5	-2
O=C(CCSCc1ccccc1Cl)NC1CCCC1	-1	13	24	5	0.2	-1	1	4	9	7
O=Cc1c(NCc2ccc(F)cc2)c2ccccc2[nH]c1=O	-2	6	-3	6	1.1	3	-1	6	2	-11
CN(C(=O)c1ccc2c(=O)n3c(nc2c1)CCCCC3)c1ccccc1	5	4	-1	8	0.0	3	0	1	4	-3
O=C(Nc1cccc(-c2csc(Nc3ccc(Cl)cc3)n2)c1)c1cc([N+](=O)[O-])cc(C(F)(F)F)c1	0	33	-72	-13	0.7	.	0	.	2	.
CCc1ccc2oc(C(=O)NCC(c3ccc(OC)cc3)N3CCCCC3)c(C)c2c1 (stereo unspecified)	-1	0	4	-8	-0.7	2	1	2	-1	-12
CC12CCC(C(=O)N(CC(O)CN3CCCCCC3)C1=O)C2(C)C (stereo unspecified)	-3	14	-4	6	-0.2	-3	0	1	-3	11

Marked active in HSF1 activator (from the list above):
| smiles | GSK3 alpha inh | AI-2 QS mod | aSyn 5UTR inh | HSF1 activator | HSP90 inh | GSK3beta inhib | HSF1 inh | KLF5 inh |
| --- | --- | --- | --- | --- | --- | --- | --- | --- |
| Cc1ccc2c(COC(=O)c3n[nH]c4ccccc34)cc(=O)oc2c1 | 0 | 15 | -172 | 76* | 0 | 1 | 46 | -35 |

Later entries:
SMILES	GSK3 alpha inh	AI-2 QS mod	aSyn 5UTR inh	HSF1 activator	HIF activator	HSP90 inh	GSK3beta inhib	IEC-6 tox	HSF1 inh	KLF5 inh
COc1cc(OC)cc(C(=O)NC(=S)N2CCN(c3ccc(C(F)(F)F)cc3[N+](=O)[O-])CC2)c1	0	24	26	-4	-0.3	4	0	0	-4	-2
Cc1ccc(Cn2c(N3CCN(CCO)CC3)nc3c2c(=O)n(C)c(=O)n3C)cc1	0	2	0	-4	1.6	-2	6	-4	-5	-45
CCCCOc1ccc(C(=O)NCC(=O)N(C)CC(=O)Nc2ccc(N3CCOCC3)cc2)cc1	-1	5	-41	-1	1.1	.	2	.	0	.
COc1ccc(CC(NC(C)=O)C(=O)NC2CCN(C(=O)C3CCCCC3)CC2)c(OC)c1 (stereo unspecified)	-3	-7	12	-7	-0.2	4	2	-1	-10	-13
CC1=NN(C(=O)COc2ccccc2C)C(O)(c2ccc(Cl)cc2)C1 (stereo unspecified)	0	39	7	9	-2.6	-2	1	-6	7	-4
Cc1[nH][nH]c(=O)c1C(c1ccc([N+](=O)[O-])cc1)c1c(C)[nH][nH]c1=O	-2	-1	-3	17	0.0	8	-1	-5	5	0
O=C(NCCN1CCN(C(=O)c2cccs2)CC1)c1cccs1	-3	10	11	-29	-0.9	-1	2	7	-4	-3
CCCn1c(CCC(=O)O)ccc1-c1ccccc1	-7	9	-1	3	-0.6	2	-1	3	2	-5
O=C(N/N=C/c1cc(Cl)cc([N+](=O)[O-])c1O)NC12CC3CC(CC(C3)C1)C2	0	61	-30	6	1.7	-2	-6	2	1	-10
C/C(=N\NC(=O)c1ccccc1)c1ccc2c(c1)OCO2	2	19	-118	23	4.2	-4	-1	1	0	-116
C=CCSc1nnc(Cc2cc(=O)[nH]c(=O)[nH]2)n1-c1cc(C)ccc1C	-3	-3	-8	-17	-1.0	-1	-2	0	0	-20
COc1ccc(N2C(=O)CC(N3CCC(C(N)=O)CC3)C2=O)cc1 (stereo unspecified)	3	28	14	0	-0.4	2	2	0	-4	-19
CCC(=NCc1ccccc1)c1c(C(F)(F)F)[nH]n(-c2nc3ccccc3s2)c1=O	-2	1	-111	10	1.3	0	-1	-2	3	-61
CC(C)c1ccc2c(c1)C(c1ccc(N3CCOCC3)cc1)=NNC(c1cccs1)=N2	1	5	-103	48	1.4	-3	2	-3	29	-20
COc1ccc(S(=O)(=O)N2CCC(C(=O)N3CCc4ccccc4C3)CC2)cc1C	0	4	21	4	-0.6	0	1	4	2	-4
COc1ccc(NC(=O)CSc2nnc(-c3ccccn3)n2N)cc1	0	19	-3	-5	0.2	0	0	3	0	10
C=CCc1cccc2cc(C(=O)Nc3ccc(S(=O)(=O)Nc4nnc(CC)s4)cc3)c(=O)oc12	-2	21	23	10	0.0	-7	7	-4	9	-38
C/C(CC(=O)Nc1ccc2c(c1)OCO2)=N\NC(=O)OC(C)(C)C	-1	14	-20	22	2.1	1	-3	1	3	-2
COc1ccc(Cl)c(NC(=O)Nc2c(C)n(-c3ccccc3)c(=O)n2C)c1	0	32	-14	-6	-0.3	5	1	0	-3	-21
COC(=O)C(CC(C)C)N1CCC(=O)c2ccccc2S1(=O)=O (stereo unspecified)	-3	26	1	-13	0.2	.	-1	.	-1	.
CCOC(=O)CSc1nnc(-c2ccc(S(=O)(=O)N3CCOCC3)cc2)n1-c1ccccc1	-3	34	-7	-4	-0.2	2	-2	-2	1	-12
O=C(c1cnccn1)N(Cc1cccs1)C1(C(=O)NC2CCCC2)CCCCC1	-1	13	5	4	0.0	2	2	4	-2	-4
Cn1cc(CN2CCN(Cc3ccc4c(c3)OCO4)CC2)c(-c2ccccc2F)n1	-3	9	9	11	-0.6	-1	-1	2	3	-36
COc1cc(/C=C(/C#N)C(=O)Nc2ccccc2)c(Br)cc1OCc1ccc(C(=O)O)cc1	4	12	-67	49	1.7	-2	0	-1	26	-27
CCCCN(C)CCNC(=S)Nc1ccc2nc(N3CCN(CC)CC3)cc(C)c2c1	0	0	-27	-3	0.0	-1	-1	12	-4	4

(listing goes on)
SMILES	GSK3 alpha inh	AI-2 QS mod	aSyn 5UTR inh	HSF1 activator	HIF activator	HSP90 inh	GSK3beta inhib	IEC-6 tox	HSF1 inh	KLF5 inh
CCOC(=O)C1=C(C)NC(=O)NC1c1ccc(OCC(=O)N2CCCCC2)cc1 (stereo unspecified)	2	15	14	-2	0.4	2	1	2	-1	-16
CCOc1ccccc1-n1c(SCC(=O)Nc2ccccc2C(=O)O)nc2ccccc2c1=O	-2	8	-57	-75	0.5	50*	0	9	-74*	-18
CN1CC(=O)NC1=NC(=O)c1cc(F)c(F)cc1Cl	2	7	15	-4	-0.2	3	3	-2	-3	-6
CCN(CC)c1ccc(C(NC(C)=O)NC(C)=O)cc1	0	24	-1	-7	-0.1	2	2	-2	-5	2
O=C(O)c1oc2ccccc2c1CN1CCN(c2ccccc2)CC1	1	-2	13	-2	-1.6	1	2	-4	-1	-41
OCCN(CCO)c1nc2ccccc2[nH]1	-2	17	21	0	-0.2	2	-1	-5	-3	-22
O=S(=O)(c1ccc(N2CCCC2)cc1)C(F)(F)F	-2	6	-149	1	1.1	-3	1	-6	3	-15
CCOc1ccccc1N(CC(=O)NCCSc1ccccn1)S(=O)(=O)c1ccccc1	0	.	15	6	-1.0	3	.	4	3	-11
CC(C)(C)n1ncc2c(=O)n(CC(=O)OCc3ccccc3)cnc21	-2	12	6	-74	-1.3	84*	1	3	-73*	-33
CCOc1cc(CNc2ccc(N3CCCCC3)cc2)cc(Br)c1OCC(=O)NC(C)(C)C	0	22	33	18	-1.1	6	-3	1	5	-39
COc1ccc(S(=O)(=O)N(CCc2ccccc2)CC(=O)NC(C)C)cc1	-3	-2	10	13	0.2	-2	1	0	-1	-18
COC(=O)c1sc(NC(=O)COc2cccc3ccccc23)nc1C	-3	35	3	-24	-1.3	0	-2	-1	-27	2
